STK33 kinase inh – human STK33 kinase inhibition; Q9BYT3; 320,000 tested, 0.073% active; inhibition, % at 10 µM; purified STK33, MBP phosphorylation, ADP-Glo luminescence;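 active = inhibition at or above 25%, using the most active replicate where run in duplicate; inactive = inhibition below 25%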
Target sequence (Q9BYT3 whole entry, looked up): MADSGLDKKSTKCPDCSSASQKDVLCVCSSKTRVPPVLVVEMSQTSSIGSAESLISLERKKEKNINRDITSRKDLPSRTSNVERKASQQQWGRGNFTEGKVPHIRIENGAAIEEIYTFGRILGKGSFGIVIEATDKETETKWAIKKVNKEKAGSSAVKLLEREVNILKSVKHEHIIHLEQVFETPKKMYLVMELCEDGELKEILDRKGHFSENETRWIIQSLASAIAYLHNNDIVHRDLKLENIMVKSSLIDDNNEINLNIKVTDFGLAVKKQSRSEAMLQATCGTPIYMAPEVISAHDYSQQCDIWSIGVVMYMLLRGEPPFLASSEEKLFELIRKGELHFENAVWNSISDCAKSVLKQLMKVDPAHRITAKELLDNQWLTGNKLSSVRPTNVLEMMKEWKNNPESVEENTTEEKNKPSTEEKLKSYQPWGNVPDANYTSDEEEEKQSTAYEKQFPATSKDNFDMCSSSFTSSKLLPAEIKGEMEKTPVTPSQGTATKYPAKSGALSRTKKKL
OX1R antag – OX1R (human) antagonism | OX1R-expressing cells, FRET antagonist read-out | 330,000 tested, 1.8% active | inhibition, % at 6.6 µM | AID 485270; in the data active = inhibition mostly above about 38%, no sharp cut-off; inactive = mostly below about 40%;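 note: 0% = agonist challenge alone and 100% = reference antagonist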
Target sequence (O43613 whole entry, looked up): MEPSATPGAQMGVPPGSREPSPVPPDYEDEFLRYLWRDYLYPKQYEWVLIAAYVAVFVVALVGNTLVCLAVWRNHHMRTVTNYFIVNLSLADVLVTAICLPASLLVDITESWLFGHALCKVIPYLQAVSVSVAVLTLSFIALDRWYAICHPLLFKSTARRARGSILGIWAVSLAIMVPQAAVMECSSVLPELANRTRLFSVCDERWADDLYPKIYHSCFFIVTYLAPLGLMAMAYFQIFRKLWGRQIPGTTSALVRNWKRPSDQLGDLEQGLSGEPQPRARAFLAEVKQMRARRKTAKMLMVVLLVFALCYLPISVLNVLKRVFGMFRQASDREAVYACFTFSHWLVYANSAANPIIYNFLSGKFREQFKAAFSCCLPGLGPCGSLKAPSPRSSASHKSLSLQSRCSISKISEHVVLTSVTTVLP
* marks the source's active call; other numbers are inactive results; . = not tested or not shown.

SMILES | STK33 kinase inh | OX1R antag
O=C(NCc1ccccc1Cl)/C(=C\c1cccnc1)NC(=O)c1ccccc1 | -0.5 | 4
CCOC(=O)C1=CN(Cc2cccc(-c3ccc4c(c3)OCO4)c2)S(=O)(=O)N(C)C1C (stereo unspecified) | . | 12
CN(C)c1ccc(/C=N/NS(=O)(=O)c2ccc(Br)cc2)cc1 | -1.1 | 16
COc1ccc(C2=NS(=O)(=O)N(C)C(C(=O)NC3CCCCC3)=C2)cc1 | -0.3 | 8
COc1ccc(-c2c(-c3ccc(OCC(=O)NN)cc3O)n[nH]c2C)cc1 | -1.6 | 8
Cc1ccc(CSCC(=O)N/N=C/c2cccc(OC3CSC3)c2)cc1 | -2.1 | 34
COc1ccc(-c2nnc(SCc3ccc(C(=O)O)cc3)o2)cc1OC | -0.7 | 2
Cc1ccsc1CNC1CCCCC1 | -4.0 | 8
COc1ccc(OC)c(-n2c(-c3ccc(C)cc3)n[nH]c2=S)c1 | . | 15
CSc1nc2nccc(-c3ccc(Cl)cc3)n2n1 | -1.9 | 24
COC(=O)c1nn(-c2ccc(OC)cc2)ccc1=O | -0.9 | 9
CCOc1c(Br)cc(C(=O)NCCCn2ccnc2)cc1OC | 0.9 | -6
Cc1ccc(S(=O)(=O)N2CCC(C(=O)N[C@@H](C)C(=O)Nc3ccc(F)cc3)CC2)cc1 | 1.0 | 3
O=C(O)c1cccc(NC(=O)c2ccccc2NC(=O)c2cccc([N+](=O)[O-])c2)c1 | 1.1 | 10
COC(=O)c1ccc(C[n+]2ccccc2)cc1 | -0.4 | 0
O=C(c1sc2cc([N+](=O)[O-])ccc2c1Cl)N1CCCCC1 | -2.6 | 20
COc1ccc(C=O)cc1Cn1ccnc1C | . | 22
CC(C)Sc1nc(N2CCOCC2)c2c(c1C#N)CC(C)(C)SC2 | -1.4 | 12
O=C(Cn1nnc2ccccc2c1=O)N[C@H](C(=O)O)c1ccccc1 | -0.2 | 6
COc1ccc(CNC(=O)CN(c2ccc(C)cc2)S(=O)(=O)c2c(C)noc2C)cc1 | -1.2 | 44*
Cc1cc(O)ccc1NC(=O)c1ccccc1 | 1.1 | 12
Cc1nn(Cc2c(F)c(F)c(F)c(F)c2F)c(C)c1NC(=O)c1nn(C)cc1Br | 0.5 | 0
CC(C)(C)NC(=O)C(c1ccncc1)N(C(=O)C1CSC(=O)C1)c1ccccc1 (stereo unspecified) | -0.9 | -3
Cc1c(C(=O)NCc2ccc3c(c2)OCO3)cccc1[N+](=O)[O-] | -2.0 | 37
O=C(NC1CCN(C(=O)N2c3ccccc3Sc3ccccc32)CC1)c1ccco1 | -2.7 | 3
O=C(NN1CCOCC1)c1ccccc1NS(=O)(=O)c1ccc(F)cc1F | -2.4 | -1
CCOC(=O)c1cnn2c(C(F)F)cc(C3CC3)nc12 | -1.5 | 5
Cc1ccc(C(=O)Nc2ccc3ccccc3c2)cc1 | -2.7 | 5
Cc1ccc(S(=O)(=O)NCC(=O)NNC(=O)c2ccccc2Cl)cc1C | -1.1 | 5
COc1ccc(NC(=O)Nc2c(C)n(-c3ccccc3)c(=O)n2C)cc1OC | 0.5 | 10
C[n+]1cccc(C2C(C#N)=C(N)Oc3c2ccc2ccccc32)c1 (stereo unspecified) | 3.8 | 37
CCN(CC(=O)NCc1cccs1)C(=O)COc1ccccc1C#N | -1.3 | -2
CCc1cc(CNC(=O)c2cccc(OC3CCN(S(C)(=O)=O)CC3)c2)on1 | -3.5 | 8
COc1ccc(CCNC(=O)CCC(=O)n2ncc3cc(C)ccc32)cc1OC | -0.4 | 12
COc1ccc(Br)cc1S(=O)(=O)N1CCOCC1 | -0.7 | 20
Cc1ccc(S(C)=O)cc1-n1c(=O)n(Cc2ccccc2)c(=O)c2[nH]cnc21 (stereo unspecified) | -0.4 | -2
COc1ccc(-c2ccc(=O)n(CC(=O)Nc3nnc(C(C)C)s3)n2)cc1OC | -1.6 | 21
CC(=O)c1cn(-c2ccc([N+](=O)[O-])cc2)c(=O)n(C)c1=O | 1.7 | 39*
Cc1ccc(C(=O)NCCNC(=O)c2ccc(F)cc2)cn1 | -1.7 | 20
C=CCNC(=O)C(=O)NCC(c1ccc2c(c1)OCO2)N1CCN(c2ccc(F)cc2)CC1 (stereo unspecified) | 0.3 | 9
Cc1ccc(-n2nc3c(=O)n(C(C)C(=O)NCc4ccc(Cl)cc4)nc(C)c3c2C)cc1 (stereo unspecified) | 0.3 | 1
O=S(=O)(Nc1nc2ccccc2s1)c1ccc(Cl)s1 | -1.2 | 49
COc1ccc(N(C(=O)c2cccnc2)S(=O)(=O)c2ccccc2)cc1 | -1.6 | 12
COc1cccc(OC)c1C(=O)NCCc1ccccc1 | -0.1 | 14
COC(=O)c1ccc(C2/C(=C(\O)c3ccc(OC)c(C)c3)C(=O)C(=O)N2c2cc(C)on2)cc1 (stereo unspecified) | -0.7 | 16
COc1ccc(S(=O)(=O)Nc2ccccc2OC)cc1N=Nc1c(O)[nH]c(=S)[nH]c1=O | 0.1 | 24
CCOC(=O)C1=C(CSc2nccn2C)NC(=O)NC1c1ccc(OC)cc1 (stereo unspecified) | -0.3 | 10
Cc1nc(-c2nnc(-c3ccccc3)o2)c(C(F)(F)F)o1 | -0.2 | 6
Cc1nc(N)sc1-c1csc(Nc2ccc(S(N)(=O)=O)cc2)n1 | 0.3 | .
O=C(Nc1cccc(F)c1)Nc1ccc(Cl)cn1 | -0.4 | 12
c1ccc(Nc2nc(N3CCCCC3)nc(N3CCNCC3)n2)cc1 | -0.1 | 1
CCCCOCCCNC(=S)Nc1ccc(S(=O)(=O)N2CCOCC2)cc1 | -0.5 | 20
COc1ccccc1N1CCN(C(c2cccs2)c2nnnn2C2CCCC2)CC1 (stereo unspecified) | 3.3 | 9
O=C1CC(c2ccccc2)CC(O)=C1C=NCc1ccccc1 (stereo unspecified) | -1.8 | 10
CCCOCCOC(=O)c1[nH]c2c(c1C)C(=O)CC(c1cc(OC)ccc1OC)C2 (stereo unspecified) | 1.8 | 5
CC1(C)Cc2ccccc2-c2nnc(SCc3ccccc3)n21 | 1.3 | 49
COc1cc2[nH]c(=O)n(CCC(=O)N3CCc4ccccc4C3)c(=O)c2cc1OC | 0.1 | 19
CCCCn1c(N)c(N(CC(C)C)C(=O)CCNC(=O)c2ccc(Cl)cc2)c(=O)[nH]c1=O | 5.9 | 15
Cc1ccc(NC(=O)C2CC(Cl)=CCC2C(=O)O)c([N+](=O)[O-])c1 (stereo unspecified) | -1.7 | 37
CCOc1ccc(-n2nnnc2SCC(=O)NC2CCCC2)cc1 | -1.5 | 27

Next section
SMILES | STK33 kinase inh | OX1R antag
CCC(=O)N1CCCc2cc(S(=O)(=O)CCC(=O)Nc3ccccc3C)ccc21 | -0.2 | 20
O=C(CCl)Nc1cn(-c2ccccc2)nc1-c1ccccc1 | -2.4 | 19
Cc1ccccc1C(=O)NC1CCN(CC(=O)Nc2ccc3c(c2)OCCO3)CC1 | -0.6 | 15
COc1ccc(N(CC(=O)NC2CCCCC2)C(=O)CNC(=O)c2ccco2)cc1OC | -1.1 | 11
COc1ccc(Nc2oc(-c3ccco3)nc2S(=O)(=O)c2ccc(F)cc2)cc1 | -1.1 | 17
O=C(COc1cccc2c1CCN(Cc1ccc(Cl)cc1)C2=O)N1CCOCC1 | -1.3 | 11
O=C(CN1CCN(C(=O)C2CCCO2)CC1)Nc1cc(C(F)(F)F)ccc1Cl (stereo unspecified) | -0.5 | 8
Clc1ccc(CN2CCC(c3ccccc3)CC2)cc1 | 0.3 | -8
COc1ccc(S(=O)(=O)NCC2CCCN(Cc3ccccc3C)C2)cc1 (stereo unspecified) | -0.1 | 17
COc1cc(OC)cc(C(=O)NC(=S)N2CCCCC2c2cccnc2)c1 (stereo unspecified) | -2.1 | 15
CCOc1ccc(C(C(=O)NC2CCCCC2)N(C(=O)c2ccccn2)c2cccnc2)cc1 (stereo unspecified) | 0.3 | 20
COc1ccc(CNC(=O)CSc2ccsc2[N+](=O)[O-])cc1 | -1.0 | 16
O=C(c1sc2cc(F)ccc2c1Cl)N1CCN(c2ccccc2)CC1 | 0.0 | 30
Cn1c(Cl)c(/C=N/OC(=O)c2ccc(Cl)cc2)c2ccccc21 | -0.1 | 22
CC(C)NC(=S)N/N=C/c1cccs1 | -0.8 | 2

Grouped by structure, the compounds so far with a furan ring, fused or not
SMILES | STK33 kinase inh | OX1R antag
O=C(NC1CCN(C(=O)N2c3ccccc3Sc3ccccc32)CC1)c1ccco1 | -2.7 | 3
COc1ccc(N(CC(=O)NC2CCCCC2)C(=O)CNC(=O)c2ccco2)cc1OC | -1.1 | 11
COc1ccc(Nc2oc(-c3ccco3)nc2S(=O)(=O)c2ccc(F)cc2)cc1 | -1.1 | 17

The list goes on:
SMILES | STK33 kinase inh | OX1R antag
CCCCCNS(=O)(=O)c1cc2c3c(c1)CCC(=O)N3CCC2 | 3.7 | 7
CCOC(=O)c1cc(C)n(-c2c(C)n(C)n(-c3ccccc3)c2=O)c1C | 0.0 | 1
CCOc1c(CNc2nnnn2C)cccc1OC | -1.7 | 7
CC(C)(CO)NC(=O)Nc1ccc(Cl)c(Cl)c1 | 0.4 | 2
Nn1cnnc1N/N=C/c1ccc(Cl)cc1Cl | -0.4 | .
C=CCn1c(N)c(C(=O)Nc2ccccc2)c2nc3ccccc3nc21 | 0.1 | 1
CCc1c(C)nc(SCC(=O)N2CCCCC2C)[nH]c1=O (stereo unspecified) | -2.0 | 11
COC(=O)c1cc2ccsc2n1CC(=O)N(C)C1CCCCC1 | -0.4 | 23
C[C@H](O)CC1=C[C@H](O)[C@@H](C)OC1=O | -0.5 | 9
CCCOc1ccc(N2CC(C(=O)Nc3ccccc3C(=O)NCc3ccco3)CC2=O)cc1 (stereo unspecified) | -1.7 | 2
CS(=O)(=O)c1cccc(C(=O)Nc2ccccc2Cc2ccccc2)c1 | 0.9 | 8
NC(=S)N/N=C/c1coc2ccc(F)cc2c1=O | -0.8 | 2
O=C(CCN1CCCCO1)N1CCCC(Nc2ccc(F)c(F)c2)C1 (stereo unspecified) | -0.8 | -2
C[C@H]1C[C@H]2[C@@H]3CCC4=CC(=O)C=C[C@]4(C)[C@@]3(F)[C@@H](O)C[C@]2(C)[C@@]1(O)C(=O)CO | 1.5 | 18
Cc1ccccc1OCC(=O)NNC(=O)c1ccc2c(=O)n3c(nc2c1)CCC3 | -0.2 | 21

In another format: results already given.
STK33 kinase inh	OX1R antag	SMILES
-0.3	8	COc1ccc(C2=NS(=O)(=O)N(C)C(C(=O)NC3CCCCC3)=C2)cc1
-1.6	8	COc1ccc(-c2c(-c3ccc(OCC(=O)NN)cc3O)n[nH]c2C)cc1
-2.1	34	Cc1ccc(CSCC(=O)N/N=C/c2cccc(OC3CSC3)c2)cc1
-0.7	2	COc1ccc(-c2nnc(SCc3ccc(C(=O)O)cc3)o2)cc1OC

(further entries)
SMILES | STK33 kinase inh | OX1R antag
O=C(OCC(O)CO)c1ccccc1Nc1ccnc2cc(Cl)ccc12 (stereo unspecified) | 0.1 | 23
O=[N+]([O-])c1cc(Br)c(OCc2nnc(-c3ccccc3)o2)c(Br)c1 | -1.9 | 7
CCOC(=O)c1sc(NC(=O)C2CSC3(C)CCC(=O)N23)nc1C (stereo unspecified) | -1.9 | 2
O=c1cc(CN2CCc3ccccc3C2)nc2sccn12 | -0.5 | 14
CCOc1ccccc1NC(=S)Nc1ccccc1F | 0.6 | 4
N=C1/C(=C/c2cccn2CCOc2ccccc2)C(=O)N=C2SC=C(c3ccccc3)N12 | -0.2 | 20
COc1ccc(-c2csc(NC(C)c3nc4cc(Cl)c(N5CCCCC5)cc4n3CCOCCO)n2)cc1 (stereo unspecified) | -0.1 | 29
CC(C)Nc1nc(Oc2cccc(Cl)c2Cl)cc(C(F)(F)F)n1 | 1.6 | 7
Cn1c(Cn2c(=O)sc3ccccc32)nnc1SCC(=O)NCCc1ccccc1 | 1.2 | 13
COc1ccc(-c2cc(C(=O)NNC(=O)c3csc(N4CCOCC4)n3)c3ccccc3n2)cc1 | -1.6 | 13
CCN(Cc1ccccc1)C(=O)C1CCN(C(=O)Nc2ccccc2)CC1 | -0.9 | 7
O=C(CSc1nnc2ccccn12)c1ccc(Cl)cc1 | 0.0 | 27
Cc1ccc(-c2nnc(SCC(=O)Nc3nc4c(s3)CCCC4)n2C)cc1 | 0.0 | 11
COc1cc(NC(=O)NCc2ccncc2)cc(OC)c1OC | -1.7 | 9
CN(CCC1CCOCC1)Cc1cn[nH]c1-c1ccc(-c2ccccc2)cc1 | -4.4 | 7

Arranged by length of the SMILES (largest number first): part of the list above.
SMILES | STK33 kinase inh | OX1R antag
COc1ccc(-c2csc(NC(C)c3nc4cc(Cl)c(N5CCCCC5)cc4n3CCOCCO)n2)cc1 (stereo unspecified) | -0.1 | 29
O=C(OCC(O)CO)c1ccccc1Nc1ccnc2cc(Cl)ccc12 (stereo unspecified) | 0.1 | 23
COc1cc(NC(=O)NCc2ccncc2)cc(OC)c1OC | -1.7 | 9
O=c1cc(CN2CCc3ccccc3C2)nc2sccn12 | -0.5 | 14

Continuation:
SMILES | STK33 kinase inh | OX1R antag
C=CCN(C(=O)CCC(=O)Nc1cc(C)on1)C(C(=O)NC1CCCC1)c1cccnc1 (stereo unspecified) | -0.5 | 6
COc1ccc(Cl)cc1NC(=O)CN1CCN(S(=O)(=O)N2CCC(C)CC2)CC1 | 2.5 | 6
Cc1ccc2c(C(=O)CN3CCCCC3CCO)c(C)[nH]c2c1 (stereo unspecified) | 0.1 | 22
O=C(N/N=C/c1ccncc1)NC1CCCCC1 | -1.1 | 21
O=C(CC1Nc2c3ccccc3nc(=S)n2C1=O)NC1CCCCC1 (stereo unspecified) | -0.7 | 10
COc1ccc(-c2c(C#Cc3ccsc3)c3ccccc3n2C)cc1 | 0.9 | 39
COc1ccc(C(=O)Nc2cccc3nc(C)ccc23)c(OC)c1 | 10 | 15
CCOC(=O)[C@@H]1[C@H]2COc3ccc(Br)cc3[C@H]2N2C(=O)N(c3ccc(OC)cc3)C(=O)[C@]12C | -1.5 | 9

Assay outcomes as filed in PubChem.
